# From PubChem
# ERAP1 HTS inh: ERAP1 (human) enzyme inhibition. Q9NZ08. recombinant ERAP1, Leu-AMC fluorescence, 60 min. inhibition, % at 10.7 µM. hit rate 0.15% among 340,000;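 active = mean replicate inhibition of at least 30%, or all replicates individually reaching that 30% level; inactive = mean below 30% and not every replicate reaching it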;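 also: 0% = neutral control wells and 100% = L-leucinethiol positive control wells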
# ERp5 inh: blocks human ERp5 reductase activity on insulin; Q15084; inhibition, % at 9.99 µM; ERp5 insulin aggregation, absorbance 650 nm, 90 min; hit rate 0.05% among 350,000;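 active = mean replicate inhibition above about 25%, with every replicate also reaching it, limit read from the data, passing the limit was not always enough; inconclusive = only one of those two criteria met; inactive = neither criterion met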
# Target sequence (Q15084 whole entry, looked up): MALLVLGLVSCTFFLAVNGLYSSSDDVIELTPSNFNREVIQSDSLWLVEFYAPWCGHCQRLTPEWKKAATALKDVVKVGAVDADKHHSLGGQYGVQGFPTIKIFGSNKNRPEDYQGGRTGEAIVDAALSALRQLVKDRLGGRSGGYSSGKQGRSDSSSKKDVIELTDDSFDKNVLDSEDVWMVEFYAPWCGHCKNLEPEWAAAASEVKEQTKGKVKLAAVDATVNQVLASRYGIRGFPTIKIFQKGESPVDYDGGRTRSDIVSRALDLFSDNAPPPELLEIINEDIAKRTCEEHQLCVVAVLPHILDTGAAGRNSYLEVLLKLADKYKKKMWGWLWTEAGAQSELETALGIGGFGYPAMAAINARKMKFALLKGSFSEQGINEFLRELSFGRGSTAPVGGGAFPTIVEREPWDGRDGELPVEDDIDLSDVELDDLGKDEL
# CFTR F508del cor: CFTR F508del correction in bronchial cells | AID 720511 | activity (quench increase), % at 7.58 µM | CFBE cells, YFP halide quenching; stimulated with forskolin plus potentiator P3; % fluorescence drop versus neutral controls | hit rate 0.36% among 350,000;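 active = mean added fluorescence quench of at least 8% versus neutral control, with both replicates also reaching 8%; inconclusive = only one of the mean or replicate conditions met; inactive = mean below 8% and not both replicates reaching 8%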;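 also: cells transiently co-express mutant CFTR-F508del with the halide-sensitive YFP; corrector assay measuring rescue of mutant channel to the surface after 24 h compound exposure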
# miR122 inh: inhibitors of miR-122 in Huh7 cells; AID 602342; hit rate 0.3% among 340,000; Huh7 miR-122 Renilla luciferase sensor, 48 h; neutral wells = 0, positive control = 100; activation (reporter increase), % at 12.5 µM;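 active = mean replicate activation score at least 90 and every replicate individually at or above 90; inconclusive = only one of the two criteria met; inactive = neither criterion met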;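 also: higher luciferase means less miR-122 activity so hits act as miR-122 inhibitors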
# SIRT5 inh: blocks human SIRT5 desuccinylation of peptide; hit rate 1.1% among 330,000; inhibition, % at 15 µM; Purified SirT5, succinyl-peptide AMC, trypsin-coupled fluorescence; in the data active = inhibition above about 15%; inconclusive = no clear call, values can overlap the other calls
# Target sequence (Q9NXA8 whole entry, looked up): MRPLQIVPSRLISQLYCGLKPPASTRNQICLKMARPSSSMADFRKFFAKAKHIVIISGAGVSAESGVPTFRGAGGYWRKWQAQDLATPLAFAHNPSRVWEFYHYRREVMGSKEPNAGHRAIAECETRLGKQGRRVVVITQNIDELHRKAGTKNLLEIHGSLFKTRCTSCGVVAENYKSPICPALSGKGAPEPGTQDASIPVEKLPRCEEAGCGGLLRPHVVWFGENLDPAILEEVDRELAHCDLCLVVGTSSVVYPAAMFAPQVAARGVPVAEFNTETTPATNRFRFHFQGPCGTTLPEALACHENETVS
# DENV2 CPE rescue: DENV2-induced cell death inhibition. DENV2-infected cells, cytopathic effect rescue, plate reader. CPE inhibition, % at 9.99 µM. hit rate 1.7% among 350,000; in the data active = CPE inhibition above about 20%, passing the limit was not always enough; inconclusive = no clear call, values can overlap the other calls; tested in BHK-21 cells;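 also: 0% = median of neutral control wells and 100% = median of positive control wells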
# Casp6 inh: caspase-6 (human) enzyme inhibition | purified caspase-6, Z-VEID-R110 cleavage fluorescence | inhibition, % at 12.5 µM | P55212 | hit rate 0.53% among 350,000;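 active = mean inhibition across replicates at least about 35%, with every replicate also reaching that limit, limit read from the data; inconclusive = only one of the two criteria met; inactive = neither criterion met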;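 also: 0% = median of neutral control wells and 100% = no fluorescence left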
# Target sequence (P55212 24-179 limits assumed): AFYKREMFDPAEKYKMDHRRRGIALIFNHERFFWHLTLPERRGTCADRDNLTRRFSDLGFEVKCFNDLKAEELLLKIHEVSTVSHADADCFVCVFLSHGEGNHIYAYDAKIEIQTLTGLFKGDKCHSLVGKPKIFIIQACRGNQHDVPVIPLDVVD
# Target sequence (P55212 194-293 limits assumed): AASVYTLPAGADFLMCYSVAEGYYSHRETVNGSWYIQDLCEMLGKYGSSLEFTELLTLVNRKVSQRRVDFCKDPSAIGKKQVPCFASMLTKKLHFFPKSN
# * hit, by the source's call; ? = inconclusive; · = not tested or not shown; & = joins results of further samples; ! = a repeat was not active; [ ] = remark or other dose.
[1] COC(=O)[C@@H]1CCCN1C(=O)CCc1nnc(CCc2c[nH]c3ccccc23)o1
[2] CC(=O)Nc1ccc(C2CC(c3ccc(Cl)cc3)=NN2c2ccccc2)cc1 (stereo not given)
[3] Cc1ccccc1-c1cccc([C@@H]2C[C@H]3[C@H](CON3C)CN2C)c1
[4] C/C=C/c1ccc([C@H]2[C@@H](CO)N(C(=O)CC)C23CN(C(=O)c2ccccc2)C3)cc1
[5] CC(=O)Nc1ccc(CN2CCc3c([nH]c4ccccc34)C2C(C)(C)C)cc1 (stereo not given)
[6] Cc1ccc(CNC(=O)CCCc2ccccc2)cc1

entry no.	1	2	3	4	5	6
ERAP1 HTS inh	-2	-3	-1	2	-4	1
ERp5 inh	-5	1	5	-1	4	1
CFTR F508del cor	2.8	-5.3	0.7	0.0	-2.7	0.2
miR122 inh	-4	·	2	·	·	·
SIRT5 inh	0	-4	-1	0	-2	-2
DENV2 CPE rescue	16	-5	5	29*	-5	3
Casp6 inh	-3	-2	2	-1	-2	0

[7] CC[C@]12c3[nH]c4ccccc4c3CCN1C(=O)C(CC(=O)NCCCn1ccnc1)C[C@@H]2C(=O)N1CCN(C(=O)C2CC2)CC1 (stereo not given in full)
[8] O=C(Nc1c2c(nn1-c1ccccc1)CS(=O)C2)c1ccc(Br)o1 (stereo not given)
[9] CCOC(=O)N1CCN(C2=C(NS(=O)(=O)c3ccc(Br)cc3)C(=O)c3ccccc3C2=O)CC1
[10] COc1ccc(CCNc2ncnc3sc(C)cc23)cc1OC
[11] CCOC(=O)c1c(C)oc(C)c(C(=O)OCC)c1=O
[12] O=S(=O)(NCc1cccnc1)c1ccc(Cl)c(Cl)c1

entry no.	7	8	9	10	11	12
ERAP1 HTS inh	-3	-4	-3	-1	1	0
ERp5 inh	3	1	3	-2	0	3
CFTR F508del cor	0.5	-0.9	2.4	5.4	0.3	·
miR122 inh	4	·	38	·	·	·
SIRT5 inh	-1	-1	·	-2	-6	-2
DENV2 CPE rescue	-12	-7	-7	-6	4	·
Casp6 inh	-41	0	4	1	3	0

[13] COCC#Cc1ccc([C@@H]2[C@H](CO)N3CCCCN(C(=O)Nc4cc(F)ccc4F)C[C@@H]23)cc1
[14] COCCOC(=O)N1C(=O)[C@@]2(c3cc(C#CCCO)ccc31)[C@H](c1ccc(O)cc1)N1[C@H](c3ccccc3)[C@H](c3ccccc3)OC(=O)[C@H]1[C@@H]2C(N)=O
[15] COc1cccc(C(=O)Nc2nnc(-c3cccs3)o2)c1
[16] Oc1ccc(Br)cc1/C=N/n1c(COc2ccccc2)n[nH]c1=S
[17] Clc1cccc(OCCN2CCCC2)c1
[18] O=C(C[C@H]1C[C@H]2c3cc(NC(=O)NC4CCCC4)ccc3O[C@H]2[C@@H](CO)O1)NCC(F)(F)F

entry no.	13	14	15	16	17	18
ERAP1 HTS inh	4	-1	7	2	-2	1
ERp5 inh	5	0	-3	-3	3	-7
CFTR F508del cor	-0.6	0.7	-3.2	1.1	-1.2	0.7
miR122 inh	5[16.7 µM]	·	-1	-1	2	4[16.7 µM]
SIRT5 inh	6	0	4	-3	-5	-5
DENV2 CPE rescue	-8	15	-7	-2	-2	-4
Casp6 inh	3	1	-2	5	-2	1

[19] COc1ccc(NC(=O)N(C)C[C@@H]2Oc3c(NS(=O)(=O)c4ccc(OC)cc4)cccc3C(=O)N([C@H](C)CO)C[C@H]2C)cc1
[20] CCOC(=O)[C@]12CCCC=C1N(CCc1ccc(OC)c(OC)c1)C(=O)[C@H](CC(=O)NCc1ccc(C)o1)C2
[21] COCCn1c(N)c(N(Cc2ccccc2)C(=O)c2oc3ccccc3c2C)c(=O)[nH]c1=O
[22] Cn1cnc(S(=O)(=O)N2C[C@@H](O)COC[C@@H]3O[C@H](CC(=O)NC4CCCC4)CC[C@H]32)c1
[23] Cn1nc(C(C)(C)C)c(NC(=O)c2sccc2Cl)c1C(C)(C)C
[24] CC(NC(=O)COC(=O)c1cc(Cl)ccc1O)C1CC2CCC1C2 (stereo not given)

entry no.	19	20	21	22	23	24
ERAP1 HTS inh	0	·	0	0	5	0
ERp5 inh	-7	2	6	-1	-4	3
CFTR F508del cor	-1.0	-0.4	0.3	-1.0	0.0	-2.3
miR122 inh	2[16.7 µM]	·	-1	-1[16.7 µM]	-3	·
SIRT5 inh	0	0	3	-3	0	-2
DENV2 CPE rescue	-1	1	-5	11	3	0
Casp6 inh	-2	0	2	1	0	4

[25] NC(=O)CC(NC(=O)c1ccc(Cl)cc1)C(=O)NCCc1ccc(S(N)(=O)=O)cc1 (stereo not given)
[26] O=C(O)[C@@H]1CCCN1C(=O)c1ccccc1N1C(=O)[C@@H]2Cc3c([nH]c4ccccc34)C(c3cccc(Cl)c3)N2C1=O (stereo not given in full)
[27] CC(=O)c1ccc(S(=O)(=O)NCCC(=O)OCC(=O)N(Cc2ccccc2)C(C)(C)C)cc1
[28] CNC(=S)N1C2CCCC1CC(NC(=O)c1ccc(C)cc1)C2 (stereo not given)
[29] COC(=O)c1c(C)[nH]c(C)c1-c1ccc([N+](=O)[O-])cc1
[30] CCNc1nc(NCC)n2c(SCC(=O)Nc3ccc(OC(F)F)cc3)nnc2n1

entry no.	25	26	27	28	29	30
ERAP1 HTS inh	-2	33*	3	-2	3	-2
ERp5 inh	3	0	·	-2	2	7
CFTR F508del cor	-0.8	-3.8	1.0	-0.1	-0.7	-0.4
miR122 inh	3	8	5	10	·	·
SIRT5 inh	-3	2	-5	-3	-1	-1
DENV2 CPE rescue	1	3	0	2	1	-5
Casp6 inh	1	-2	2	-3	2	12

[31] CC(=O)Nc1ccc(S(=O)(=O)NCCC(=O)NCCOc2ccccc2)cc1
[32] Cc1cccnc1CCNCc1c(C(=O)N2C[C@@H](C)O[C@@H](C)C2)nc2ccc(Cl)cn12
[33] C=CCOC(=O)[C@@H]1[C@H]2C(=O)O[C@H](c3ccccc3)[C@H](c3ccccc3)N2[C@H](c2ccc(OCCOC(=O)[C@@H]3C[C@@H]4C(=O)N5CCC[C@H]5C(=O)N4[C@@H]3c3ccc(O)cc3)cc2)[C@@]12C(=O)Nc1ccc(I)cc12
[34] CC(Sc1nnc(-c2cccnc2)n1-c1ccccc1F)C(=O)N1CCCc2ccccc21 (stereo not given)
[35] O=Cc1ccc(-n2cncn2)cc1
[36] CO[C@@H]1CN(C)C(=O)c2cc(NS(C)(=O)=O)ccc2OC[C@@H](C)N(C(=O)c2ccc3c(c2)OCO3)C[C@@H]1C

entry no.	31	32	33	34	35	36
ERAP1 HTS inh	-1	-3	-6	1	6	1
ERp5 inh	17	-3	-1	3	3	-2
CFTR F508del cor	-2.1	-1.9	-0.8	-2.4	-0.4	2.3
miR122 inh	·	·	·	·	·	·
SIRT5 inh	-1	-1	0	-3	0	·
DENV2 CPE rescue	0	2	4	?	-3	-6
Casp6 inh	-2	-2	-3	-2	-9	-2

[37] C[C@@H]1CN([C@H](C)CO)C(=O)CCCn2nncc2CO[C@@H]1CN(C)S(=O)(=O)c1cccc(F)c1
[38] CCC(=O)Nc1nc(-c2ccc3c(c2)OCCO3)cs1
[39] Cc1cc(OC(=O)c2ccc(OC(C)C)cc2)c([N+](=O)[O-])c(=O)[nH]1
[40] CCc1nc2ccc(C(=O)NCc3ccc(C)o3)cc2nc1CC
[41] COc1ccc(CCNC(=O)c2cnc(C)cn2)cc1
[42] Cc1ccc(C(=O)NCC(=O)N(C)CC(=O)Nc2c(Cl)cccc2Cl)s1

entry no.	37	38	39	40	41	42
ERAP1 HTS inh	5&-3	-2	0	-3	-3	-1
ERp5 inh	2&2	4	6	-4	-3	1
CFTR F508del cor	-0.4&-1.0&1.0	1.0	-0.2	-0.5	1.4	-0.1
miR122 inh	-3	1	5	·	-2	·
SIRT5 inh	15*!	-3	-1	-1	1	-2
DENV2 CPE rescue	7&1	12	-2	5	-3	-3
Casp6 inh	-5&-2	5	4	18	6	11

[43] Cc1ccc(N2CC(C(=O)OCC(=O)Nc3ccccc3F)CC2=O)cc1 (stereo not given)
[44] Cc1ccc(NC(=O)COC(=O)c2ccc(Cl)nc2)cc1S(=O)(=O)N1CCCCC1
[45] Cc1c(C)c2c(OCC(=O)N3CCC[C@H]3C(=O)O)cc3c(c2oc1=O)CCC(C)(C)O3
[46] CCOC(=O)c1c(S(=O)(=O)NCC(=O)NCc2ccccc2)c(C)n(C)c1C
[47] CCC(C)NC(=O)CN(c1ccc2c(c1)OCO2)S(=O)(=O)c1c(C)n[nH]c1C (stereo not given)
[48] O=C(NCCSc1ccccn1)c1ccc(Cl)cc1

entry no.	43	44	45	46	47	48
ERAP1 HTS inh	-1	0	0	0	-1	0
ERp5 inh	5	8	-1	0	-1	-1
CFTR F508del cor	-0.1	1.0	-3.9	-1.7	-0.8	-2.9
miR122 inh	·	8	-3	5	-4	3
SIRT5 inh	-3	-5	-59	-2	·	-5
DENV2 CPE rescue	-4	-8	-11	12	1	-2
Casp6 inh	0	2	4	-1	0	2

[49] O=C(O)c1ccc2c(c1)C(=O)N(Cc1ccco1)C2=O
[50] COC(=O)c1cnn(-c2nc(-c3ccccc3)cs2)c1N
[51] Nc1ncc([N+](=O)[O-])cc1Br
[52] COC(=O)c1ccc(-c2noc(CN(C)CC3CCCCO3)n2)cc1 (stereo not given)
[53] COCc1cccc(NC(=O)Cc2cccc3ccccc23)c1
[54] O=C(O)c1cc(NC(=O)c2ccccc2[N+](=O)[O-])ccc1O

entry no.	49	50	51	52	53	54
ERAP1 HTS inh	0	-1	-2	-1	0	0
ERp5 inh	2	0	-1	-6	2	8
CFTR F508del cor	-1.2	0.3	-0.1	-0.2	-3.4	2.9
miR122 inh	-10	0	·	-2	7	3
SIRT5 inh	-3	-2	-4	0	·	-1
DENV2 CPE rescue	-4	6	17	-7	11	-5
Casp6 inh	7	-1	-1	6	1	5

[55] CN1CCN(C(=O)C[C@@H]2CC[C@@H]3[C@H](COC[C@H](O)CN3Cc3ccc(Oc4ccccc4)cc3)O2)CC1
[56] COc1ccc(NC(=S)NN2CCN(C)CC2)cc1OC
[57] O=C(C1CC(=O)N(c2ccc(F)c(Cl)c2)C1)N1CCOCC1 (stereo not given)
[58] Oc1c(Br)cc(Br)cc1/C=N/Nc1ccc(Cl)nn1
[59] CC12CC3OC3CC1CCC1C2CCC2(C)C1CCC21OCCO1 (stereo not given)
[60] O=C(c1cccc(F)c1)N1C[C@@H]2[C@H](c3ccccc31)[C@H](CO)N2C(=O)C1CC1

entry no.	55	56	57	58	59	60
ERAP1 HTS inh	1	1	1	0	2	3
ERp5 inh	-7	2	0	-3	1	3
CFTR F508del cor	1.6	1.6	-1.2	-1.1	-0.9	3.6
miR122 inh	-3[16.7 µM]	-3	-5	·	1	0[16.7 µM]
SIRT5 inh	-3	·	·	-1	-4	-1
DENV2 CPE rescue	0	-4	4	-2	-9	32*
Casp6 inh	1	-10	-4	0	10	-1

[61] CCS(=O)(=O)c1ncc(Cl)c(C(=O)Nc2ccc(C)cc2)n1
[62] Fc1ccc(/C=N/n2c(C3CCCCC3)n[nH]c2=S)cc1
[63] CC1(C(=O)NCc2ccccc2)CN(S(C)(=O)=O)CC(=O)N1C1CCN(Cc2ccccc2)CC1 (stereo not given)
[64] COc1cc(NC(=O)c2c(Cl)cnn2C)c(OC)cc1Cl
[65] CCOc1ccccc1NC(=O)C(Sc1nnc2ccccn12)c1ccccc1 (stereo not given)
[66] O=C(O)CSc1nnc2c(n1)[nH]c1ccccc12

entry no.	61	62	63	64	65	66
ERAP1 HTS inh	3	0	·	1	-2	2
ERp5 inh	-2	0	1	-2	-2	0
CFTR F508del cor	-12	0.9	1.0	-0.3	·	-1.7
miR122 inh	·	0	·	·	·	·
SIRT5 inh	2	0	-1	-2	3	4
DENV2 CPE rescue	1	-8	-1	-5	1	-2
Casp6 inh	1	2	-11	-5	3	2

# Three entries already listed, arranged by heavy-atom count, low to high:
[35] O=Cc1ccc(-n2cncn2)cc1
[28] CNC(=S)N1C2CCCC1CC(NC(=O)c1ccc(C)cc1)C2 (stereo not given)
[36] CO[C@@H]1CN(C)C(=O)c2cc(NS(C)(=O)=O)ccc2OC[C@@H](C)N(C(=O)c2ccc3c(c2)OCO3)C[C@@H]1C

entry no.	35	28	36
ERAP1 HTS inh	6	-2	1
ERp5 inh	3	-2	-2
CFTR F508del cor	-0.4	-0.1	2.3
miR122 inh	·	10	·
SIRT5 inh	0	-3	·
DENV2 CPE rescue	-3	2	-6
Casp6 inh	-9	-3	-2
